XiGFP reactiv = X-chromosome reactivation activator | XiGFP mouse fibroblasts, % GFP-positive cells imaging, 3 d; cells co-treated with 5-aza-dC sensitizer; scaled so ellipticine positive control = 100% | activation, % at 7.58 µM | hit rate 0.055% among 360,000 | AID 743238;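 active means mean normalized replicate activation at least 10% and every replicate at or above 10%; inconclusive means only one of the two criteria met; inactive means mean below 10% and not all replicates reach 10%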;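 further: 0% = median of on-plate neutral control wells and 100% = ellipticine 6 µM median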
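Material: XiGFP fibroblasts, SV40-immortalized. Buffer or medium: DMEM plus 5-aza-dC sensitizer. Compound: single concentration per compound, delivered by pin transfer. Times: 3 days compound exposure. Controls: ellipticine 6 µM.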
DENV2 CPE = inhibitors of DENV2 cytopathic effect | DENV2-infected cells, cytopathic effect rescue, plate reader | CPE inhibition, % at 9.99 µM | hit rate 1.7% among 350,000; in the data active means CPE inhibition above about 20%, passing the limit was not always enough; inconclusive means no clear call, values can overlap the other calls; tested in BHK-21 cells;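 further: 0% = median of neutral control wells and 100% = median of positive control wells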
ARNT-TACC3 inh = ARNT/TACC3 interaction disruption | Q9Y6A5 | inhibition, % at 9.99 µM | hit rate 0.66% among 390,000 | AlphaScreen His-ARNT PAS-B/GST-TACC3 binding, luminescence; TACC3 fragment carries E629A point mutation;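 active means mean inhibition of replicates at least 50% and at least half of replicates each reaching 50%; inconclusive means half or more replicates reach 50% but mean below 50%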;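 further: 0% = complete ARNT plus TACC3 wells and 100% = ARNT alone without TACC3; many hits fall short of the cut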
GSIS activator = GLuc luminescence reporter in INS-1E cells, primary screen for activators of glucose-dependent secretion of insulin; INS-1E GLuc reporter insulin secretion, 2-3 h; activation, % at 16.6 µM; hit rate 0.61% among 370,000; AID 743287;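 active means lowest replicate activation of at least 40%, so every replicate reaches that level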;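 further: 0% = median of neutral control wells and 100% = median of IBMX positive control wells; some compounds called inactive have numbers as strong as hits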
EWS-Fli inh = blocks EWS/Fli oncoprotein-driven transcription; inhibition, % at 12.6 µM; A673 NR0B1-luciferase reporter, viability-normalised; hit rate 0.67% among 350,000;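 active means mean inhibition of at least 50% after viability correction, with every replicate also passing that limit; inconclusive means mean reaches 50% but only one of two replicates passes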;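 further: firefly luciferase signal divided by Alamar Blue viability fluorescence both relative to DMSO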
CFTR F508del cor = correctors of CFTR F508del function in bronchial epithelial cells | hit rate 0.36% among 350,000 | CFBE cells, YFP halide quenching; stimulated with forskolin plus potentiator P3; % fluorescence drop versus neutral controls | AID 720511 | activity (quench increase), % at 7.58 µM;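 active means mean added fluorescence quench of at least 8% versus neutral control, with both replicates also reaching 8%; inconclusive means only one of the mean or replicate conditions met; inactive means mean below 8% and not both replicates reaching 8%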;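 further: cells transiently co-express mutant CFTR-F508del with the halide-sensitive YFP; corrector assay measuring rescue of mutant channel to the surface after 24 h compound exposure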
PAX8 inh HTS = PAX8 transcriptional activity inhibition; RMG-I TPO-luciferase reporter, SteadyGlo, 24 h; inhibition, % at 12.6 µM; hit rate 1.2% among 360,000;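 active means mean replicate inhibition at least 60% with every replicate also reaching 60%; inconclusive means only one of the two criteria is met; inactive means mean below 60% and not all replicates reaching 60%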;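 further: luciferase light reporting Pax8 driven TPO promoter activity; plate controls were median of neutral control wells for no effect and mitoxantrone controls for full effect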
ERp5 block = ERp5 (human) disulfide isomerase inhibition; Q15084; ERp5 insulin aggregation, absorbance 650 nm, 90 min; inhibition, % at 9.99 µM; hit rate 0.05% among 350,000; AID 651711;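 active means mean replicate inhibition above about 25%, with every replicate also reaching it, limit read from the data, passing the limit was not always enough; inconclusive means only one of those two criteria met; inactive means neither criterion met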
Target sequence (Q15084 whole entry, looked up): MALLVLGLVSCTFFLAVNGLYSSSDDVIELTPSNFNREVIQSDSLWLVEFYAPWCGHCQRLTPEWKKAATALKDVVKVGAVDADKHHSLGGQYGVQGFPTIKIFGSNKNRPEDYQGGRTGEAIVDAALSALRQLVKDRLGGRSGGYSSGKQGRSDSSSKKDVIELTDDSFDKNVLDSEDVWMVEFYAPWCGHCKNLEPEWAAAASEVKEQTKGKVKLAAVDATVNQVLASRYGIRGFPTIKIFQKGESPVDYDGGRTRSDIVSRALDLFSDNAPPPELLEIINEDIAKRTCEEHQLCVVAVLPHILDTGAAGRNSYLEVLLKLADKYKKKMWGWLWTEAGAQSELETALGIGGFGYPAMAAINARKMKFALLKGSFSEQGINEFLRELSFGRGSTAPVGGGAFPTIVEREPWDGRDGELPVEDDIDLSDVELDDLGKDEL
Numbers without * were called inactive; ? = inconclusive; nt = no result given; & = joins results of further samples.

cpd	smiles	XiGFP reactiv	DENV2 CPE	ARNT-TACC3 inh	GSIS activator	EWS-Fli inh	CFTR F508del cor	PAX8 inh HTS	ERp5 block
1	CNC[C@H]1Oc2ccc(NC(=O)NC(C)C)cc2C(=O)N([C@@H](C)CO)C[C@@H]1C	0.4	28*	13	10	-1	-0.9	-10	-4
2	Oc1ccccc1OCCOc1ccccc1OCCOc1ccccc1O	0.4	-4	-12	-4	29	-4.2	22	1
3	Brc1cccc(CNCc2ccncc2)c1	0.0	1	-9	25	9	0.5	4	1
4	Cc1cccc(NC(=O)CC2(CC(=O)O)CCCC2)c1	0.2	5	-1	37	4	-1.6	-1	13
5	CC(=O)c1ccc2c(c1)N(Cc1ccccc1Cl)C(=O)C(C)S2 (configuration not stated)	-0.1	-37	nt	7	-4	0.5	4	1
6	CCc1cccc(C)c1NC(=O)Cn1nc(C)n2cccc2c1=O	0.0	0	-1	-10	nt	-2.5	6	4
7	CNC(=O)c1cc(Nc2nnc(-c3ccc(O)cc3)c3ccccc23)ccc1OC	0.3	-5	-6	-25	11	2.3	10	-4
8	C[C@H]1CN([C@@H](C)CO)C(=O)c2cc(C#CC3(O)CCCC3)cnc2O[C@H]1CN(C)Cc1ccccc1	0.2	-1	3	-3	-6	-2.5	nt	-4
9	CO[C@@H]1CN(C)C(=O)c2cc(NC(=O)c3nc4ccccc4s3)ccc2OC[C@@H](C)N(Cc2ccncc2)C[C@@H]1C	nt	-8	-6	nt	-15	nt	4	0
10	COc1ccc(CN(C)C[C@H]2Oc3ccc(NS(=O)(=O)c4ccc(OC)cc4)cc3CC(=O)N([C@@H](C)CO)C[C@H]2C)cc1	0.0	3	5	-2	1	2.5	nt	1
11	CCC(=O)N1CC2(C1)[C@@H](c1ccccc1)[C@@H](CO)N2CC1CC1	0.1	-4	nt	-2	10	0.2	-5	4
12	Cc1ccnc(NS(=O)(=O)c2ccc(NC(=O)CN3C(=O)CCC3=O)cc2)n1	0.0	nt	3	-17	-10	-5.2	3	4
13	CN(Cc1ccccc1)C(=O)c1cccc(NC(=O)Cc2ccc(NC(=O)C3CCCN(S(=O)(=O)c4cccc([N+](=O)[O-])c4)C3)cc2)c1 (configuration not stated)	0.2	-9	nt	0	-6	0.6	11	2
14	O=C(Nc1ccc2c(c1)OCO2)N1CCC(CO)(CC2CCCCO2)CC1 (configuration not stated)	0.3	4	-7	-1	-25	2.1	-65	-6
15	CNC(=O)C1CC(=O)N(c2ccc(OCC(=O)N3CCCC3)cc2)C1 (configuration not stated)	0.2	11	nt	14	-10	1.6	-2	3
16	CC(=O)N1c2ccc(S(=O)(=O)N3CCCC3)cc2CC1C(=O)Nc1cc(C)cc(C)c1 (configuration not stated)	0.1	1	2	-1	nt	-3.6	2	-3
17	Cc1cccc(N(C)S(=O)(=O)c2c(C)[nH]c(C)c2C(=O)N2CCCC2)c1	0.0	7	-2	-5	nt	-1.9	3	-10
18	O=S1(=O)CC(N2CCN(CC3CC3)CC2)CN1Cc1ccc(F)cc1 (configuration not stated)	0.0	3	nt	10	0	0.3	2	7
19	Cc1ccc(S(=O)(=O)N(C)C[C@H]2OCc3cn(nn3)CCCC(=O)N([C@H](C)CO)C[C@@H]2C)cc1	0.2&0.0	?	-2&39	9&10	-4&1&3	4.4&1.2&0.5	-8&-8	-3&1&4
20	COC(=O)c1cn(NC(=O)Cn2nc([N+](=O)[O-])c(Cl)c2C)c(=O)c2ccccc12	0.0	2	0	-4	-4	1.7	22	7
21	COc1ccc(-c2nn(-c3ccccc3)cc2CNC[C@H]2O[C@@H](n3cnc4c(N)ncnc43)[C@H](O)[C@@H]2O)cc1	0.1	6	6	1	19	-2.4	-55	3
22	CC1CCCC(NC(=O)/C=C/c2c(F)cccc2Cl)C1C (configuration not stated)	0.1	6	-12	9	-76	nt	-16	2
23	C[C@@H]1CCCCO[C@H](CN(C)Cc2ccccc2)[C@H](C)CN([C@@H](C)CO)C(=O)c2cc(NC(=O)c3ccccc3)ccc2O1	-0.1	27*	6	-21	4	-1.1	-24	nt
24	CC(C)NC(=O)N[C@@H]1C[C@@H]2O[C@@H](CO)CC[C@@H]2O[C@@H]1CCc1ccc(-c2ccc(F)cc2)cc1	nt	-13	nt	nt	-1	1.4	3	8
25	COc1ccc(N=Cc2cccc(C)c2O)cc1Cl	-0.1	-9	-9	-5	5	-0.1	30	-2
26	C[C@@H]1CN([C@@H](C)CO)C(=O)c2cc(C#CC3CCCC3)cnc2O[C@H]1CN(C)C(=O)C1CCCCC1	-0.2	-6	2	-15	25	0.4	25	-1
27	O=C(Nc1cccc(NC(=O)c2cccs2)c1)c1ccc(F)cc1	0.0	-3	9	-13	5	-0.1	30	-2
28	C[C@H](CO)N1C[C@H](C)[C@@H](CN(C)S(C)(=O)=O)Oc2cc(C#CCN(C)C)ccc2S1(=O)=O	-0.2	-1	8	-1	-5	-1.1	nt	-4
29	COC(=O)[C@H](CC(C)C)NC(=O)N1CCCCC1C (some centres not stated)	0.2	-3	-4	7	8	1.0	-11	2
30	C[C@H](CO)N1C[C@H](C)[C@@H](CN(C)C)Oc2ccc(NS(=O)(=O)c3cn(C)cn3)cc2CC1=O	-0.4	4	-4	15	-13	-1.2	-6	4
31	Cc1ccc(C(CNS(=O)(=O)c2ccc(F)cc2C)N2CCN(C)CC2)cc1 (configuration not stated)	0.0	-5	0	-2	3	-4.3	-15	2
32	COc1ccc(CN2C(=O)C(CC(=O)NCCN3CCOCC3)CC(C(=O)N3CCCCCC3)=C2C)cc1 (configuration not stated)	-0.1	-2	nt	6	-2	0.0	-17	5
33	NC(=O)c1cnn2c(-c3cccc(C(F)(F)F)c3)ccnc12	0.2	-4	2	-3	7	-2.2	18	4
34	O=C(NCC(F)(F)F)[C@@H]1[C@@H](CO)[C@@H]2Cn3c(cccc3=O)[C@H]1N2CCC(F)(F)F	0.3	-6	nt	5	-31	-0.5	nt	-4
35	COc1ccc(N(C(C)C(=O)NN=C2CCCC2)S(C)(=O)=O)cc1 (configuration not stated)	0.1	6	nt	-2	10	1.0	-7	6
36	C[C@@H]1CCCCO[C@@H](CN(C)Cc2ccc(Cl)c(Cl)c2)[C@@H](C)CN([C@H](C)CO)C(=O)c2cc(NC(=O)CCCN(C)C)ccc2O1	-0.3	1	3	25	-11	-3.4	-9	-14
37	CCN(CC)C(=O)C1=C(C)N(CCCN2CCCC2=O)C(=O)C(CC(=O)NC2CCCCC2)C1 (configuration not stated)	0.0	-3	nt	2	0	-0.5	-9	3
38	COc1cccc(NC(=S)NN2C(C)CCCC2C)c1 (configuration not stated)	0.0	-5	1	10	2	-2.4	-5	0
39	CCOC(=O)CN1C(c2ccc(O)cc2)Nc2ccc(Br)cc2C1c1ccccc1 (configuration not stated)	0.7	?	nt	0	-20	-0.9	19	6
40	COc1ccc(S(=O)(=O)N2CCC(C(=O)N[C@@H](C)C(=O)NCc3ccncc3)CC2)cc1	0.1	-2	-15	0	2	-2.3	6	1
41	Cc1ccc(/C=C2\SC(=S)N(C3CCS(=O)(=O)C3)C2=O)o1 (configuration not stated)	0.1	-3	0	-2	1	2.8	-3	-7
42	C[C@@H]1CN([C@H](C)CO)C(=O)c2cccc(NC(=O)c3ccc(-c4nccs4)cc3)c2O[C@@H]1CN(C)Cc1ccc(C(F)(F)F)cc1	0.3	0	10	-38	8	-0.4	nt	1
43	CN(C)CCCNC(=O)[C@H]1[C@H](CO)[C@H]2Cn3c(cccc3=O)[C@@H]1N2CC1CC1	0.5	-1	3	3	-3	nt	nt	-3
44	CCCCCC(=O)OCCc1c(C)nc2nc[nH]n2c1=O	0.0	14	nt	17	1	-2.4	-4	-1
45	O=C(c1n[nH]c2ccccc12)N1CCCCC1	0.0	-6	-3	-4	-3	nt	6	2
46	CCc1nnc(NC(=O)CCn2cnc3ccccc3c2=O)s1	0.0	-4	2	-4	2	-0.4	0	-3
47	C[C@H]1CN([C@@H](C)CO)S(=O)(=O)c2ccc(C3=CCCCC3)cc2O[C@@H]1CN(C)C(=O)Nc1ccc2c(c1)OCO2	-0.6	-2	-1	-5	9	0.0	8	2
48	CC(=O)c1cccc(NC(=O)CO/N=C2/CCCc3nonc32)c1	0.0	-3	-7	nt	-4	-2.6	-9	-6
49	O=C(COC(=O)Cc1ccc(S(=O)(=O)N2CCOCC2)s1)Nc1ccc(F)cc1F	0.4	-2	-7	nt	3	0.7	2	-2
50	CN(C)S(=O)(=O)c1ccc(NC(=O)CCNC(=O)c2ccc([N+](=O)[O-])cc2)cc1	0.1	-2	2	-5	6	-0.9	28	2

Ordered by length of the SMILES (lowest first): part of the list above.
cpd	smiles	XiGFP reactiv	DENV2 CPE	ARNT-TACC3 inh	GSIS activator	EWS-Fli inh	CFTR F508del cor	PAX8 inh HTS	ERp5 block
3	Brc1cccc(CNCc2ccncc2)c1	0.0	1	-9	25	9	0.5	4	1
4	Cc1cccc(NC(=O)CC2(CC(=O)O)CCCC2)c1	0.2	5	-1	37	4	-1.6	-1	13
48	CC(=O)c1cccc(NC(=O)CO/N=C2/CCCc3nonc32)c1	0.0	-3	-7	nt	-4	-2.6	-9	-6
15	CNC(=O)C1CC(=O)N(c2ccc(OCC(=O)N3CCCC3)cc2)C1 (configuration not stated)	0.2	11	nt	14	-10	1.6	-2	3
7	CNC(=O)c1cc(Nc2nnc(-c3ccc(O)cc3)c3ccccc23)ccc1OC	0.3	-5	-6	-25	11	2.3	10	-4
17	Cc1cccc(N(C)S(=O)(=O)c2c(C)[nH]c(C)c2C(=O)N2CCCC2)c1	0.0	7	-2	-5	nt	-1.9	3	-10
34	O=C(NCC(F)(F)F)[C@@H]1[C@@H](CO)[C@@H]2Cn3c(cccc3=O)[C@H]1N2CCC(F)(F)F	0.3	-6	nt	5	-31	-0.5	nt	-4
8	C[C@H]1CN([C@@H](C)CO)C(=O)c2cc(C#CC3(O)CCCC3)cnc2O[C@H]1CN(C)Cc1ccccc1	0.2	-1	3	-3	-6	-2.5	nt	-4
28	C[C@H](CO)N1C[C@H](C)[C@@H](CN(C)S(C)(=O)=O)Oc2cc(C#CCN(C)C)ccc2S1(=O)=O	-0.2	-1	8	-1	-5	-1.1	nt	-4
23	C[C@@H]1CCCCO[C@H](CN(C)Cc2ccccc2)[C@H](C)CN([C@@H](C)CO)C(=O)c2cc(NC(=O)c3ccccc3)ccc2O1	-0.1	27*	6	-21	4	-1.1	-24	nt
42	C[C@@H]1CN([C@H](C)CO)C(=O)c2cccc(NC(=O)c3ccc(-c4nccs4)cc3)c2O[C@@H]1CN(C)Cc1ccc(C(F)(F)F)cc1	0.3	0	10	-38	8	-0.4	nt	1
